Source: PubChem
CAL PDZ FP-1 – CAL PDZ peptide-binding inhibitors, primary screen, biochemical, fluorescence polarization, Cer-tagged CAL PDZ, HTS; Golgi-associated PDZ and coiled-coil motif-containing protein (Homo sapiens), Q9HD26; purified CAL PDZ, TMR-peptide fluorescence polarization, 1 h; inhibition, % at 20 µM; actives 0.02% (n = 330,000); AID 504414, 2011;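 active means highest replicate inhibition of at least 40%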;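 further: plate controls were DMSO neutral control wells for no effect and unlabeled competitor peptide control wells for full effect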
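System: purified tagged CAL PDZ domain construct (CerCALP). Schedule: 1 h incubation at room temperature before polarization reading. Medium: 25 mM sodium phosphate pH 7.4, 150 mM NaCl, TCEP, IgG, Thesit. Read-out: percent inhibition from loss of millipolarization. Measured by: FP readout, S and P plane fluorescence. Probe or stimulus: fluorescent TMR peptide probe.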
V-ATPase pHluor – regulators of yeast V-ATPase proton pumping, primary screen, pHLuorin cytosolic pH fluorescence; AID 504577, 2011; actives 0.37% (n = 350,000); response, % at 10 µM; S. cerevisiae; in the data active means response mostly above about 7.3%, no sharp cut-off; inactive means mostly below about 5.4%; further: actives read high; inactives centre near 0; some compounds called inactive have numbers as strong as hits; reference of the scale not given here
CAL PDZ FP-2 – untagged CAL PDZ binding inhibitors, primary screen, biochemical, fluorescence polarization, HTS | inhibition, % at 24.9 µM | purified CAL PDZ, TMR-peptide fluorescence polarization, 1 h | AID 602252, 2012 | actives 0.92% (n = 300,000) | Golgi-associated PDZ and coiled-coil motif-containing protein (Homo sapiens), Q9HD26;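 active means mean inhibition of at least 30% with at least half of replicates also reaching 30%; inconclusive means no clear call, values can overlap the other calls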;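 further: 0% = DMSO neutral control and 100% = excess unlabeled competitor peptide PRC23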
cardiac RTF act – cardiac RTF calcium sensitivity activators, primary screen, biochemical, IANBD-TnC fluorescence, EC20 calcium. Troponin I, cardiac muscle (Homo sapiens) + Troponin T, cardiac muscle (Homo sapiens) + …. actives 0.24% (n = 340,000). IANBD-labeled TnC RTF fluorescence at EC20 calcium; 0% EC20 calcium, 100% full calcium. activation, % at 7.2 µM. AID 493008, 2010;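 active means activation above the mean over all tested compounds plus 3 SD, cut at about 30% in these data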;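 further: rise in fluorescence read as greater calcium sensitivity of cardiac thin filaments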
Rtt109 Vps75 – inhibitors of C. albicans Rtt109/Vps75 HAT, primary screen, biochemical, ThioGlo CoA-SH fluorescence, plate reader. purified Rtt109/Vps75, 4 h. inhibition, % at 34.9 µM. actives 0.16% (n = 330,000). Histone acetyltransferase RTT109 (Candida albicans (strain SC5314 / ATCC MYA-2876)), …. AID 540336, 2011;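 active means inhibition of at least 50% in every replicate; inconclusive means best replicate reaches 50% inhibition but some replicates fall short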
Wnt act – Wnt/beta-catenin pathway activators, primary screen, cell-based, plate reader, single point; Wnt/beta-catenin reporter cell assay, activator; activation, % at 9.35 µM; actives 1.2% (n = 300,000); in the data active means activation above about 30%, passing the limit was not always enough; inconclusive means no clear call, values can overlap the other calls;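 further: 0% = neutral control wells and 100% = positive control wells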
dFosB act – activators of delta FosB homodimer, primary screen, biochemical, fluorescence polarization, TAMRA-CDK5 oligo, single point | activation, % at 25 µM | Protein FosB (Mus musculus), P13346 | purified delta FosB; percent of positive-control signal above neutral wells | actives 0.99% (n = 340,000);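 active means mean activation above about 17%, with every replicate also reaching it, limit read from the data, passing the limit was not always enough; inconclusive means only one of the two conditions met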;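 further: fluorescence polarization rise as delta FosB binds a TAMRA Cdk5 AP-1 oligo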
Target sequence (P13346 whole entry, looked up): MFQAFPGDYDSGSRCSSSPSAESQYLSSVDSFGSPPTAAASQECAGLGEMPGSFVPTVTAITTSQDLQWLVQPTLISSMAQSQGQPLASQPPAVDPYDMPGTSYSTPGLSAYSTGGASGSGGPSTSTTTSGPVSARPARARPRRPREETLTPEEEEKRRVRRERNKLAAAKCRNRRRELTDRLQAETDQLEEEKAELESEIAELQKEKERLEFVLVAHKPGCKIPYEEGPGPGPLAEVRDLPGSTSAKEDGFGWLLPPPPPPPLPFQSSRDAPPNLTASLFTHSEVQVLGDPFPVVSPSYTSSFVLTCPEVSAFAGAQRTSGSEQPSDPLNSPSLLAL
MITF TRPM1 HTS – activators of MITF-driven TRPM1 promoter reporter, primary screen, cell-based, SK-MEL-5, luciferase, single point. SK-MEL-5 TRPM1-promoter luciferase, 24 h; % of positive control, neutral wells = 0. activation, % at 12.5 µM. actives 0.75% (n = 300,000). AID 588334, 2011;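 active means mean activation of at least 80% with every replicate also reaching 80%; inconclusive means mean reaches 80% but some replicate falls short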;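 further: 0% = neutral control wells and 100% = parthenolide positive control wells; values of inactives mirror those of a sister screen read the other way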
CDK5 inh – inhibitors of human CDK5/p35 kinase, primary screen, biochemical, single concentration; Cyclin-dependent kinase 5 (Homo sapiens) + Cyclin-dependent kinase 5 activator 1 (Homo …; Recombinant CDK5/p35, ADP-Glo luminescence, 60 min; inhibition, % at 10 µM; actives 0.01% (n = 330,000);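 active means highest replicate inhibition of at least 50% and at least 75% of replicates reaching 50%; inconclusive means only one of the two criteria met; inactive means both criteria failed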;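 further: plate controls were DMSO neutral control for no effect and GW8510 at 10 µM for full effect; many of its hits are not listed in these tables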
Target sequence (Q00535 whole entry, looked up): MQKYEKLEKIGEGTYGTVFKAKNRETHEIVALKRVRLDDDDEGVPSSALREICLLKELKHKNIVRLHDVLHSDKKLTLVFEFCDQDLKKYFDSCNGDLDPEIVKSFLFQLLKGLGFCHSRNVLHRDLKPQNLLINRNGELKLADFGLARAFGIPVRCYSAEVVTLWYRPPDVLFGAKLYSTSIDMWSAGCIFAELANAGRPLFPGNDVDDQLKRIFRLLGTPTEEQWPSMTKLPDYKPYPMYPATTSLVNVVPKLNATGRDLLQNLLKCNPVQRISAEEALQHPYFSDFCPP
Target sequence (Q15078 whole entry, looked up): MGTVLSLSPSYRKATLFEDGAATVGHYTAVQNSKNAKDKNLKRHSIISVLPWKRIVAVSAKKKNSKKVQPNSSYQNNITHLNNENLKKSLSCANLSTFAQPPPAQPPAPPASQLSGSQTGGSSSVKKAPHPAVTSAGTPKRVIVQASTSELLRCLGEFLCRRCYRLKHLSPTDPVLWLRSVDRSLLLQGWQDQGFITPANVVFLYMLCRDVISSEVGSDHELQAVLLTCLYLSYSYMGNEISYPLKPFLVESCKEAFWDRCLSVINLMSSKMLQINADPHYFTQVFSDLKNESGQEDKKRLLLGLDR
Tat transport – E. coli Tat export inhibitors, primary screen, MC4100, TorA-mCherry reporter, fluorescence, single point; inhibition, % at 10 µM; actives 0.036% (n = 340,000); AID 488895, 2010;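 active means mean replicate inhibition at least 50% and at least half of replicates individually reaching 50%; inconclusive means only one of the two criteria met; inactive means neither criterion met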;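 further: exported cargo escapes ClpAP degradation while cytoplasmic cargo is degraded and loses fluorescence; 0% = median of neutral control wells and 100% = median of NaSCN control wells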
The depositor's hits bear a star; ? = inconclusive; · = not tested or not shown.

Results follow in this order: CAL PDZ FP-1	V-ATPase pHluor	CAL PDZ FP-2	cardiac RTF act	Rtt109 Vps75	Wnt act	dFosB act	MITF TRPM1 HTS	CDK5 inh	Tat transport
CCN(c1ccc(NC(=O)CSCc2c(C)noc2C)cc1)C(C)C
 : 1.2	4	-3	7	0	1	-6	3	0.0	5
Cc1cc(=O)oc(C)c1C(=O)NCc1ccc(F)cc1
 : -1.0	2	·	-1	5	·	0	8	0.0	-4
COc1ccc(C2c3ccc(O)cc3Oc3ncn4nc(-c5ccco5)nc4c32)cc1OC (stereo unspecified)
 : -2.2	-4	-2	-3	-3	3	4	-17	-0.5	2
O=C(Nc1cc(Cl)ccc1Cl)c1ccc(OC(=O)c2ccco2)cc1
 : ·	-2	-5	-8	-10	·	6	40	-0.1	-8
O=C(NC1CCCC1)C(c1ccc(F)cc1)N(C(=O)c1csnn1)c1ccccc1F (stereo unspecified)
 : -1.0	-3	-3	-8	-7	-6	-11	3	0.1	-9
c1cncc(-c2noc(C34CC5CC(CC(C5)C3)C4)n2)c1
 : -1.5	-2	2	-2	1	0	5	44	-0.3	9
COc1ccccc1NC(=O)C1CCCN(S(=O)(=O)c2ccc(-n3cnnn3)cc2)C1 (stereo unspecified)
 : -2.0	-5	-5	-5	13	-1	-13	6	1.6	4
CC1=C(c2ccc(C)cc2)[N+](=O)C(C)(C)N1[O-]
 : 1.0	5	0	9	-12	0	0	-8	-7.7	5
CCCNS(=O)(=O)/C=C/c1ccccc1
 : -3.0	-3	-4	-1	8	0	4	-4	-0.6	-3
O=C(Cc1ccccc1)Nc1ccc(NC(=O)c2ccc(Br)cc2)cc1
 : -2.8	-1	6	4	-1	-2	-11	-1	0.4	-9
Cc1ccccc1NC(=O)CSc1nnc(C)c2ccccc12
 : -0.9	2	·	-4	5	0	-4	11	-2.6	-2
Cc1ccc(Nc2nc3nonc3[nH]c2=O)cc1Cl
 : -2.9	4	-3	13	-2	-1	-12	6	-4.3	30
Cc1cc(NC(=O)CSc2nnc(NC(=O)C3CC(=O)N(c4ccccc4C)C3)s2)no1 (stereo unspecified)
 : 0.4	4	-5	4	-22	-8	4	12	0.2	-2
CC(=O)NS(=O)(=O)c1ccc(N=NN2CCCCCC2)cc1
 : ·	1	4	-3	-5	-4	2	-4	3.4	-7
CCOc1ccc(-n2c(Cc3cc(=O)[nH]c(=O)[nH]3)nnc2SCC(N)=O)cc1
 : -0.4	0	6	-1	13	-8	2	·	2.0	7
CCCCn1c(CN(C)Cc2ccccc2)nc2c1c(=O)n(C)c(=O)n2C
 : -2.0	-2	·	-1	-6	·	1	-21	-1.8	-5
O=C1c2ccc(Oc3ccc4c(c3)C(=O)N(CCCO)C4=O)cc2C(=O)N1CCCO
 : -0.9	-1	-5	-8	-13	·	7	8	0.3	-4
Clc1ccc(COn2c(-c3ccc(Cl)cc3)nc3ccccc32)cc1
 : -0.9	4	·	2	-2	19	-5	2	-4.2	5
CCCOc1ccc(/C=C/C(=O)Nc2ccc([N+](=O)[O-])cc2C)cc1
 : -2.7	-3	-5	3	3	-2	0	5	-0.6	-6
CCCCCC(=O)N/N=C(\C)c1ccccn1
 : -0.6	2	·	7	4	0	3	-14	0.7	-2
CCOC(=O)C1CCN(C(=O)c2cccnc2Oc2ccc(Cl)cc2)CC1
 : -1.1	2	-2	6	-9	3	3	4	1.1	0
CCOC(=O)CNC(=O)C1CCN(S(=O)(=O)c2ccc(-c3nn[nH]n3)cc2)CC1
 : -3.1	3	3	0	-2	1	-5	-2	-2.6	-6
COC(=O)[C@H](CCSC)NC(=O)Nc1ccc(C(C)=O)cc1
 : -0.4	5	0	8	6	·	-3	-2	-4.6	-5
O=[N+]([O-])c1ccc(COc2ccccc2CN2CCCC2)cc1
 : -0.8	1	19	-3	-4	-1	-8	-2	-0.3	-5
CCC1CCCCN1CCCNC(=O)Cn1nc(C)n2nc(-c3ccccc3)cc2c1=O (stereo unspecified)
 : 0.1	3	-5	-2	-2	-1	-1	-4	0.5	-10
COC(=O)c1ccc2nc(NC(=O)COC(=O)CSc3nc(C)cc(C)n3)sc2c1
 : -3.8	0	11	5	-5	·	-15	32	0.7	6
Cc1ccc(-c2cnc3ccccc3n2)cc1C
 : -1.7	-4	-7	-6	-1	40*	-23	-16	4.0	-14
O=C1[C@H]2CCCC[C@H]2C(=O)N1CCCCN1CCN(c2nsc3ccccc23)CC1
 : 0.0	0	-7	-4	-2	2	-4	-1	-0.6	4
Cc1nnsc1Sc1cccc(C(F)(F)F)c1
 : -0.4	2	-19	4	4	·	3	5	-2.1	-14
CC(C)n1nc(C(=O)OCC(=O)N2CC(=O)Nc3ccccc32)c2ccccc2c1=O
 : -2.0	3	·	5	5	-1	-6	-15	0.3	-3
CCCOc1ccc(-c2nnc(N)s2)cc1
 : -0.9	0	2	0	-3	36*	-5	60	-3.4	-2
CCOc1ccc(CC(=O)N/N=C/c2cccnc2)cc1OCC
 : 0.5	3	-4	0	-3	0	-1	1	0.1	1
CC12CC3(C)CC(C)(C1)CC(C(=O)Nc1nn[nH]n1)(C2)C3
 : -3.7	5	-10	-1	1	0	-1	-7	-4.5	-1
CC(C)NC(=O)c1onc(CSc2ccc(C(C)C)cc2)c1C(=O)O
 : 0.1	-3	-1	2	4	-2	6	15	0.7	-5
COCCCN1C(=O)N(c2ccccc2)C(=O)C1CC(=O)Nc1ccccc1 (stereo unspecified)
 : 0.1	-4	-3	2	-4	-1	3	6	-0.3	1
C/C(=N\NC(=O)c1cc(Br)ccc1O)c1cccs1
 : -2.6	2	-1	2	·	?	-4	81*	-0.1	-9
Cc1ccc(S(=O)(=O)n2cnc3cc([N+](=O)[O-])ccc32)cc1C
 : ·	2	-5	2	-10	·	6	14	1.0	8
O=C(Nc1cccc(-c2nc3ncccc3o2)c1)c1sc2ccccc2c1Cl
 : -2.1	3	·	6	0	·	-2	-1	-3.3	-5
CC(C#N)(NC(=O)CN1CCN(S(=O)(=O)c2ccccc2C#N)CC1)C1CC1 (stereo unspecified)
 : 1.1	-1	2	4	5	0	3	-9	1.6	-7
Cc1onc(-c2ccccc2)c1C(=O)N/N=C/C=C/c1ccccc1
 : -1.7	0	-1	·	-4	3	-8	·	0.4	-4
O=C(N1CCOCC1)N1CCN(c2nc(-c3ccccc3)cs2)CC1
 : -1.7	0	·	6	-2	·	-13	16	-0.6	-7
O=C(COC(=O)c1ccc(OC(F)F)cc1)NC(=O)NC1CCCC1
 : -0.2	4	-3	8	15	-1	-7	-1	-1.6	-3
CCOc1ccc(C(C(=O)NCC2CCCO2)N(C(=O)c2snc(C(N)=O)c2N)c2ccccc2F)cc1 (stereo unspecified)
 : 0.1	-2	-6	10	-1	0	-21	-4	-0.7	6
S=C(NC1CCCCC1)N1CCN(Cc2ccccc2)CC1
 : -1.5	-2	-1	0	-4	-1	-9	1	-0.2	-10
O=C(Nc1nnc(-c2ccc(F)cc2)o1)c1cc(Cl)sc1Cl
 : -1.6	2	-3	-3	17	-5	-9	-1	-1.4	2
COc1ccc(C(=O)C2CCCN(C(=O)Cc3c(C)noc3C)C2)cc1OC (stereo unspecified)
 : 0.7	-1	-4	-3	5	0	-3	9	2.3	-11
S=C(NCc1ccco1)N1CCN(c2ccccn2)CC1
 : -1.0	-2	·	-4	2	0	-4	14	0.4	2
Cc1ccc2cc(COC(=O)C3CCCO3)c(=O)[nH]c2c1 (stereo unspecified)
 : -2.4	2	-7	5	1	·	-5	-10	-1.1	-1
CCOC(=O)c1cnc2c(c(C)nn2CC)c1Cl
 : -3.5	2	-7	-1	6	-1	-12	-18	0.2	-2
Cc1cc(C(=O)NNC(=S)Nc2cccc(C(F)(F)F)c2)nn1C
 : -1.2	-1	-3	-3	-2	-1	2	4	-2.8	12

Going on with the list:
Results follow in this order: CAL PDZ FP-1	V-ATPase pHluor	CAL PDZ FP-2	cardiac RTF act	Rtt109 Vps75	Wnt act	dFosB act	MITF TRPM1 HTS	CDK5 inh	Tat transport
CCCC(=O)Nc1ccc2c(c1)nc(CCNC(=O)c1ccccc1)n2C
 : -0.9	-1	-1	-7	-4	-3	4	0	-3.1	6
N#C/C(=C\C=C\c1ccccc1)C(=O)NCc1ccco1
 : -1.0	-3	-6	4	1	2	-2	0	1.5	-3
O=C1CC2c3ccccc3C1C1C(=O)N(CCO)C(=O)C21 (stereo unspecified)
 : -2.0	-1	-3	2	1	-1	3	-17	-0.2	0
CC12CCC(C(=O)N(CCCN3CCN(Cc4ccccc4)CC3)C1=O)C2(C)C (stereo unspecified)
 : 28	2	-1	3	7	-1	-6	4	0.6	-6
COC(=O)CS(=O)(=O)c1cc(Br)cc2c1N(C(C)=O)CC2
 : 0.6	-1	-1	0	-3	-2	6	8	-0.4	1
Cn1cnnc1SCC(=O)Nc1ccc2nc(SCc3cccc4ccccc34)sc2c1
 : -3.5	2	-6	-1	3	·	3	-5	-1.1	2
CCOC(=O)N1CCC(NC(=O)c2cc(-c3ccc(F)cc3)[nH]c2C)CC1
 : -0.4	3	2	-2	28	·	-1	-7	0.0	8
O=C1NC(c2ccccc2)(C(F)(F)F)C(=O)N1Cc1cccnc1 (stereo unspecified)
 : 0.2	-1	-2	-6	3	-1	-2	-8	2.7	-7
Cc1ccc2cc(CN(CCCN(C)C)C(=S)NCc3ccccc3)c(=O)[nH]c2c1C
 : -0.7	-1	4	7	9	-3	-4	-6	0.2	1
Cc1ccc(S(=O)(=O)NCc2cccnc2)cc1C(=O)NC1CCCCC1
 : -2.5	-1	-2	3	-10	-1	2	0	-9.9	-1
CC(=O)c1cc2c(cc1NC(=O)CN1CCCCC1C)OCO2 (stereo unspecified)
 : -2.4	-2	-8	9	2	-1	0	-3	-1.0	-3
Cc1ccccc1NC(=O)CCCC(=O)c1ccccc1
 : -1.7	3	-1	3	1	0	-6	2	0.6	-2
COc1ccc(N2CCN(C(=O)COc3ccc(S(=O)(=O)N4CCOCC4)cc3C)CC2)cc1
 : -0.7	1	·	-4	3	0	-5	0	2.3	1
COc1ccc(OC)c(NC(=O)CSCC(=O)O)c1
 : 0.7	1	·	-2	3	·	-2	·	-0.3	3
